SR-BI uptake up: enhances SR-BI lipid uptake from DiI-HDL; CHO ldlA[mSR-BI] cells, DiI-HDL uptake fluorescence, 3 h; 100 = double the neutral-control signal; activation, % at 12.5 µM; hit rate 0.096% among 320,000;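 active = mean replicate activation of at least 60% and every replicate at or above 60%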;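 note: 0% = median plate neutral-control signal and 100% = twice that signal; values of inactives mirror those of a sister screen read the other way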
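System: CHO ldlA[mSR-BI] cells / Medium: HEPES-buffered (25 mM, pH 7.4) F12 plus 0.5% BSA / Probe or stimulus: labelled HDL, 10 µg/mL / Doses: single compound concentration, delivered by pin transfer / Schedule: 3 h, 37 °C / Measured by: DiI fluorescence, bottom read / Measure: cell-associated DiI fluorescence as measure of HDL uptake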
PKA-R2B activ: activators of human PKA-R2B complex | hit rate 0.079% among 340,000 | P22694+P31323 | activation, % at 11.4 µM | PKA-R2B holoenzyme dissociation, Cy5-IP20 fluorescence polarization; R2B truncated from residue 108, S112A mutant; 0% DMSO only, 100% 113 µM cGMP;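 active = activation above a cutoff set at the mean over all compounds plus 3 SD, cut at about 18% in these data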;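 note: higher means more holoenzyme dissociation and a rise in polarization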
Keap1 Nrf2 FP: disrupts human Keap1 binding to Nrf2 peptide; Keap1 Kelch-Nrf2 peptide fluorescence polarization, 1536-well; inhibition, % at 9.4 µM; hit rate 0.15% among 340,000; AID 504523; in the data active = inhibition above about 12%;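 note: human Keap1 Kelch domain with fluorescein labeled Nrf2 9mer peptide probe; 0% = neutral control wells and 100% = peptide positive control; higher means more block of Keap1 binding to Nrf2 peptide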
RTF Ca sens inh: cardiac RTF calcium desensitization | IANBD-labeled cardiac RTF, Ca2+ fluorescence | inhibition, % at 7.15 µM | hit rate 0.12% among 340,000 | AID 493244;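 active = inhibition above the mean inhibition of all tested compounds plus 3 SD, cut at about 17% in these data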;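 note: assay run at fixed EC70 calcium of 1.6 mM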
NSD2 inh: blocks human histone methyltransferase NSD2 | O96028 | NSD2 peptide methylation, AlphaScreen, 120 min | inhibition, % at 12.5 µM | hit rate 0.54% among 310,000 | AID 743445; in the data active = inhibition above about 50%
Target sequence (O96028 whole entry, looked up): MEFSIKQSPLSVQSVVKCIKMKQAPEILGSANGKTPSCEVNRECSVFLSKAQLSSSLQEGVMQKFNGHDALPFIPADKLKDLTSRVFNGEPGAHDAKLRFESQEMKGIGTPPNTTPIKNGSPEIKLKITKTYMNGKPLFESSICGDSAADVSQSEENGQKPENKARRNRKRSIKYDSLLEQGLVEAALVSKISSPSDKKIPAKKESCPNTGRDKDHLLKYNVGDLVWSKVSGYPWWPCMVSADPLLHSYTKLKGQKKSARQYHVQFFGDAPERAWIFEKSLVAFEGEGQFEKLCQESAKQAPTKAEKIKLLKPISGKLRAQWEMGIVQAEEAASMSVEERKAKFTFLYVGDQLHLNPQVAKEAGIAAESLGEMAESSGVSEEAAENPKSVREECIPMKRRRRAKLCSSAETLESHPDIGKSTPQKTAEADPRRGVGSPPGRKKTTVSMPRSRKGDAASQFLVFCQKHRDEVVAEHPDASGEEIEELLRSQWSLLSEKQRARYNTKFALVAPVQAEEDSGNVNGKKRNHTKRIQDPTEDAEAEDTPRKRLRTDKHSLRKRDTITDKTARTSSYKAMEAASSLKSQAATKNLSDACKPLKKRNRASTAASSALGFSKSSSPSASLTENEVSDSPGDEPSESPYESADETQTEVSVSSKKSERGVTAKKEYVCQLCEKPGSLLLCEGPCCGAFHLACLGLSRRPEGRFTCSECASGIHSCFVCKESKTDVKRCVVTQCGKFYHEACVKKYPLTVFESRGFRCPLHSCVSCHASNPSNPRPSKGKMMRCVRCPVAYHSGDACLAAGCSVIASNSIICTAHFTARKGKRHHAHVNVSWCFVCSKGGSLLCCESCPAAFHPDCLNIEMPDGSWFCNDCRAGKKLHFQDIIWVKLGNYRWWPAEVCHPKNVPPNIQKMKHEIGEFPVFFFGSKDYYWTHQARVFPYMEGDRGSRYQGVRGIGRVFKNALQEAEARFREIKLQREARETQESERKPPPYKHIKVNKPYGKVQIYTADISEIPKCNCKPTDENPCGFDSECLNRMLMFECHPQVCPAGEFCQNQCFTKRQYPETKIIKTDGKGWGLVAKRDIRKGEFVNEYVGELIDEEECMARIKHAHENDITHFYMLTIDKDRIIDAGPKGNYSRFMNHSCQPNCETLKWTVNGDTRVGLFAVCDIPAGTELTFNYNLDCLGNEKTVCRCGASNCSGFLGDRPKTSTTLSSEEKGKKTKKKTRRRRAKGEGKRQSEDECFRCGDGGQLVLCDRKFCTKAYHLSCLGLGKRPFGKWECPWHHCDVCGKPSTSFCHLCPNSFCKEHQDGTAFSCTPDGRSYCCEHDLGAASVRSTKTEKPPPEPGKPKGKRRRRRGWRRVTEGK
DAGLB inhibitor: blocks human DAGLB lipase activity. Q8NCG7. HEK293T DAGLB membrane lysate, EnzChek fluorogenic substrate. inhibition, % at 5.17 µM. hit rate 0.059% among 340,000. AID 504411; in the data active = inhibition above about 34%;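 note: 0% = enzyme with vehicle and 100% = wells lacking enzyme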
LANA DNA inh: blocks KSHV LANA C-terminal domain binding to DNA | MBP-C-LANA/FAM-LBS DNA binding, fluorescence polarization | inhibition, % at 9 µM | hit rate 0.078% among 340,000 | AID 504423;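 active = highest replicate inhibition at or above 60% at 9 µM, even if other replicates fall short; inactive = all replicates below 60% inhibition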;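 note: 0% = neutral control wells and 100% = 4 µM acridine orange control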
PvdQ acylase: blocks Pseudomonas aeruginosa PvdQ acylase activity; purified PvdQ acylase, fluorescence plate reader; inhibition, % at 10 µM; hit rate 0.063% among 340,000; AID 488965; in the data active = inhibition above about 30%, passing the limit was not always enough;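 note: 0% = vehicle neutral wells and 100% = reference inhibitor wells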
SR-BI DiI inh: mouse SR-BI HDL lipid transfer inhibition; ldlA[mSR-BI] CHO cells, DiI-HDL uptake fluorescence, 3 h; inhibition, % at 12.5 µM; hit rate 0.96% among 320,000;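 active = mean replicate inhibition of at least 70% and a set share of replicates each scoring 70 or more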;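 note: 0% = median of neutral control wells and 100% = median of positive control wells; values of inactives mirror those of a sister screen read the other way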
Arr AP2 block: blocks beta-arrestin peptide binding to AP2 adaptin. FITC-arrestin peptide / GST-AP2 beads, flow cytometry; AP2 beta2 appendage carries R879A mutation. inhibition, % at 10 µM. hit rate 0.31% among 340,000. AID 504490;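 active = inhibition above a set limit, near 3 SD of compounds lacking own fluorescence, cut at about 54% in these data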;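 note: plate controls were DMSO wells for no effect and 5 µM unlabelled arrestin peptide for full effect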
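Material – AP2 appendage R879A on GSH beads · Buffer or medium – PBS with 0.05% Tween 20 and 0.1% BSA · Probe or stimulus – fluorescein-tagged arrestin peptide at 50 nM final · Incubation – compound with beads 12 min RT, then probe 1 h RT · Detection – high-throughput flow cytometry of beads, ex 488, em 535 nm · Evaluation – percent response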
* = called active by the depositor.

Preview (2 entries):
Cc1noc(C)c1C(=O)NNc1cc(Cl)ccc1Cl was read as PKA-R2B activ -8, Keap1 Nrf2 FP -6, RTF Ca sens inh -4, DAGLB inhibitor 1, LANA DNA inh 1.2, PvdQ acylase 1 and Arr AP2 block 8.
`CCN(C[C@H]1N[C@@](C)(C(=O)OC)[C@H]2C(=O)N(C)C(=O)[C@@H]12)C(=O)Nc1ccc(F)cc1` gave SR-BI uptake up 17, PKA-R2B activ 3, Keap1 Nrf2 FP -1, RTF Ca sens inh -6, DAGLB inhibitor -1, LANA DNA inh -3.0, PvdQ acylase -1, SR-BI DiI inh -17 and Arr AP2 block 29.

Main list, previewed entries included:
Cc1noc(C)c1C(=O)NNc1cc(Cl)ccc1Cl was read as PKA-R2B activ -8, Keap1 Nrf2 FP -6, RTF Ca sens inh -4, DAGLB inhibitor 1, LANA DNA inh 1.2, PvdQ acylase 1 and Arr AP2 block 8.
`CCN(C[C@H]1N[C@@](C)(C(=O)OC)[C@H]2C(=O)N(C)C(=O)[C@@H]12)C(=O)Nc1ccc(F)cc1` gave SR-BI uptake up 17, PKA-R2B activ 3, Keap1 Nrf2 FP -1, RTF Ca sens inh -6, DAGLB inhibitor -1, LANA DNA inh -3.0, PvdQ acylase -1, SR-BI DiI inh -17 and Arr AP2 block 29.
For Cc1cccc(NC(=S)NNC(=O)c2ccccc2Br)c1 the results were SR-BI uptake up 8, PKA-R2B activ -10, Keap1 Nrf2 FP -5, RTF Ca sens inh 10, NSD2 inh 1, DAGLB inhibitor 1, LANA DNA inh 0.6, PvdQ acylase 9, SR-BI DiI inh -8 and Arr AP2 block 10.
C[N+](C)(C)CCNC(=O)c1cc[n+](Cc2ccccc2)c(/C=N/O)c1 was read as SR-BI uptake up 1, PKA-R2B activ -4, Keap1 Nrf2 FP 0, RTF Ca sens inh 0, NSD2 inh 16, DAGLB inhibitor -3, LANA DNA inh 0.5, PvdQ acylase 5, SR-BI DiI inh -1 and Arr AP2 block 24.
`CN1CCc2c(OCC(=O)NC3CCCCC3)cccc2C1=O` gave SR-BI uptake up 9, PKA-R2B activ -7, Keap1 Nrf2 FP 2, RTF Ca sens inh 3, NSD2 inh 0, DAGLB inhibitor 2, LANA DNA inh 0.4, PvdQ acylase -5, SR-BI DiI inh -9 and Arr AP2 block -14.
`Cc1ccc(S(=O)(=O)N(C)CCCC(=O)N2CCN(C=O)CC2)cc1` gave SR-BI uptake up 6, PKA-R2B activ 2, Keap1 Nrf2 FP -3, RTF Ca sens inh -6, NSD2 inh -2, DAGLB inhibitor 1, LANA DNA inh 0.5, PvdQ acylase -1, SR-BI DiI inh -6 and Arr AP2 block 24.
Screening O=C(Nc1nc(-c2ccccc2Cl)cs1)c1cccnc1 returned SR-BI uptake up -26, PKA-R2B activ -13, Keap1 Nrf2 FP -1, RTF Ca sens inh 0, NSD2 inh 0, DAGLB inhibitor -4, LANA DNA inh -1.4, PvdQ acylase -12, SR-BI DiI inh 26 and Arr AP2 block 1.
Screening CCOC(=O)C1CCN(c2c(Nc3cc(C)cc(C)c3)c(=O)c2=O)CC1 returned SR-BI uptake up 12, PKA-R2B activ 1, Keap1 Nrf2 FP -3, RTF Ca sens inh -14, NSD2 inh 1, DAGLB inhibitor 2, LANA DNA inh -0.1, PvdQ acylase 10, SR-BI DiI inh -12 and Arr AP2 block -13.
Cc1ccc(Oc2ncccc2C(=O)NC2CCSC2=O)cc1 (centres undefined) was read as SR-BI uptake up 11, PKA-R2B activ -12, Keap1 Nrf2 FP 0, RTF Ca sens inh 1, NSD2 inh -1, DAGLB inhibitor -2, LANA DNA inh 0.2, PvdQ acylase 1, SR-BI DiI inh -11 and Arr AP2 block 29.
COc1cc(NC(=O)Cc2c(C(=O)O)n(C)c3ccccc23)cc(OC)c1OC was read as SR-BI uptake up 36, PKA-R2B activ 7, Keap1 Nrf2 FP 0, RTF Ca sens inh -3, NSD2 inh -1, DAGLB inhibitor 1, LANA DNA inh 0.1, PvdQ acylase -7, SR-BI DiI inh -36 and Arr AP2 block 15.
O=C(Nc1ccccn1)C1CCN(S(=O)(=O)c2ccccc2)CC1 was read as SR-BI uptake up 19, PKA-R2B activ -5, Keap1 Nrf2 FP -5, RTF Ca sens inh -7, NSD2 inh -3, DAGLB inhibitor -2, LANA DNA inh -0.3, PvdQ acylase -10, SR-BI DiI inh -19 and Arr AP2 block 7.
`CCCN1C(=O)C(Cc2nc3ccccc3c(=O)n2-c2ccccc2)c2cc(C)ccc21` (centres undefined) gave SR-BI uptake up 7, PKA-R2B activ -8, Keap1 Nrf2 FP -1, RTF Ca sens inh 0, NSD2 inh -3, DAGLB inhibitor -2, LANA DNA inh 21, PvdQ acylase 8, SR-BI DiI inh -7 and Arr AP2 block 7.
Screening Cc1ccc(NC(=O)Cn2cccc2)cc1Cl returned SR-BI uptake up -4, PKA-R2B activ -6, Keap1 Nrf2 FP -2, RTF Ca sens inh -4, NSD2 inh 2, DAGLB inhibitor 1, LANA DNA inh 0.6, PvdQ acylase -17, SR-BI DiI inh 4 and Arr AP2 block -4.
`COc1ccc(CNC(=O)CCCn2nc(C)c3c(C)n(-c4ccc(C)cc4)nc3c2=O)cc1` gave SR-BI uptake up 3, PKA-R2B activ -9, Keap1 Nrf2 FP -12, RTF Ca sens inh -3, NSD2 inh 6, DAGLB inhibitor -3, LANA DNA inh -1.5, PvdQ acylase -17, SR-BI DiI inh -3 and Arr AP2 block 10.
For CSc1ccccc1OCc1cc(C(=O)NCCn2nc(C)cc2C)no1 the results were SR-BI uptake up -72, PKA-R2B activ -10, Keap1 Nrf2 FP -1, RTF Ca sens inh -4, NSD2 inh -2, DAGLB inhibitor -1, LANA DNA inh 2.8, PvdQ acylase 10, SR-BI DiI inh 72* and Arr AP2 block -3.
For C=CCn1c(C)cc(C(=O)CSc2nc3ccccc3c(=O)[nH]2)c1C the results were PKA-R2B activ -4, Keap1 Nrf2 FP -4, RTF Ca sens inh -20, NSD2 inh -11, DAGLB inhibitor 8, LANA DNA inh 0.9, PvdQ acylase -7 and Arr AP2 block 5.
CCCc1cc(C(=O)NC(C)C2CCCO2)cs1 (centres undefined) was read as SR-BI uptake up 2, PKA-R2B activ -1, Keap1 Nrf2 FP 0, RTF Ca sens inh -7, NSD2 inh 0, DAGLB inhibitor 0, LANA DNA inh 0.3, PvdQ acylase 1, SR-BI DiI inh -2 and Arr AP2 block 2.
C=CCn1c(SCC(=O)Nc2cccnc2Cl)nnc1-c1ccc(C(C)(C)C)cc1 was read as PKA-R2B activ 1, Keap1 Nrf2 FP 1, RTF Ca sens inh -6, NSD2 inh 1, DAGLB inhibitor -4, LANA DNA inh -0.1, PvdQ acylase -16 and Arr AP2 block -9.
For CC(/C=N/NC(=O)c1cccc(F)c1)=C\c1ccccc1 the results were SR-BI uptake up -18, PKA-R2B activ 2, Keap1 Nrf2 FP -4, RTF Ca sens inh -1, NSD2 inh -1, DAGLB inhibitor -3, LANA DNA inh -1.1, PvdQ acylase 3, SR-BI DiI inh 18 and Arr AP2 block 3.
Screening CCN(Cc1ccccc1)C(=O)c1oc2ccc(C)cc2c1C returned SR-BI uptake up 5, PKA-R2B activ -13, Keap1 Nrf2 FP 3, RTF Ca sens inh 0, NSD2 inh -2, DAGLB inhibitor -7, LANA DNA inh 5.2, PvdQ acylase -9, SR-BI DiI inh -5 and Arr AP2 block 10.
For O=C(CCCn1c(SCc2cccc([N+](=O)[O-])c2)nc2ccccc2c1=O)NCC1CCCO1 (centres undefined) the results were SR-BI uptake up -24, PKA-R2B activ 7, Keap1 Nrf2 FP 2, RTF Ca sens inh -12, NSD2 inh -2, DAGLB inhibitor 2, LANA DNA inh -0.2, PvdQ acylase -8, SR-BI DiI inh 24 and Arr AP2 block 3.
Screening O=C(Cn1nc(-c2ccccc2Cl)ccc1=O)Nc1ccc(Br)cc1 returned SR-BI uptake up 15, PKA-R2B activ -1, Keap1 Nrf2 FP 0, RTF Ca sens inh 3, DAGLB inhibitor 0, LANA DNA inh 0.1, PvdQ acylase -14, SR-BI DiI inh -15 and Arr AP2 block -19.
OCCNCc1ccc(-c2ccccc2)cc1 was read as SR-BI uptake up 5, PKA-R2B activ -8, Keap1 Nrf2 FP -4, RTF Ca sens inh 0, NSD2 inh 2, DAGLB inhibitor 0, LANA DNA inh 0.4, PvdQ acylase -19, SR-BI DiI inh -5 and Arr AP2 block 1.
CC(C)OC(=O)c1ccc(NC(=O)c2ccccc2)cc1 was read as SR-BI uptake up -22, PKA-R2B activ 1, Keap1 Nrf2 FP -2, RTF Ca sens inh 2, NSD2 inh -2, DAGLB inhibitor -5, LANA DNA inh -0.5, PvdQ acylase 6, SR-BI DiI inh 22 and Arr AP2 block 14.
`CCOc1cccc(C=NCCc2ccc(OC)c(OC)c2)c1O` gave SR-BI uptake up 3, PKA-R2B activ -5, Keap1 Nrf2 FP -2, RTF Ca sens inh 6, NSD2 inh 7, DAGLB inhibitor 2, LANA DNA inh -2.1, PvdQ acylase 1, SR-BI DiI inh -3 and Arr AP2 block -16.
Cc1cccc(C)c1OCC(=O)Nc1ccc(S(=O)(=O)Nc2ccccn2)cc1 was read as SR-BI uptake up 17, PKA-R2B activ 8, Keap1 Nrf2 FP 6, RTF Ca sens inh 8, NSD2 inh 0, DAGLB inhibitor 0, LANA DNA inh -0.2, PvdQ acylase -7, SR-BI DiI inh -17 and Arr AP2 block -3.
Screening O=C(COC(=O)c1ccccc1Br)NC1CCCCCCC1 returned SR-BI uptake up -6, PKA-R2B activ -2, Keap1 Nrf2 FP -4, RTF Ca sens inh -1, NSD2 inh -3, DAGLB inhibitor -8, LANA DNA inh 1.5, PvdQ acylase -8, SR-BI DiI inh 6 and Arr AP2 block 14.
COc1ccc2cc[nH]c2c1 was read as SR-BI uptake up -1, PKA-R2B activ -11, Keap1 Nrf2 FP -1, RTF Ca sens inh -8, NSD2 inh -5, DAGLB inhibitor 1, LANA DNA inh 0.7, PvdQ acylase 0, SR-BI DiI inh 3 and Arr AP2 block 31.
For O=[N+]([O-])c1ccc(Cl)c(/C=N/n2c(COc3ccccc3)n[nH]c2=S)c1 the results were SR-BI uptake up -6, PKA-R2B activ -8, Keap1 Nrf2 FP -1, RTF Ca sens inh 4, NSD2 inh 2, DAGLB inhibitor -1, LANA DNA inh 0.2, PvdQ acylase 4, SR-BI DiI inh 6 and Arr AP2 block -3.
COc1cccc(CC(=O)OCC(=O)NC2(C#N)CCCC2)c1 was read as SR-BI uptake up 16, PKA-R2B activ 2, Keap1 Nrf2 FP -1, RTF Ca sens inh -5, NSD2 inh 0, DAGLB inhibitor -1, LANA DNA inh -0.7, PvdQ acylase 5, SR-BI DiI inh -16 and Arr AP2 block 50.
Screening O=C(Nc1cccnc1)c1cc(-c2ccc(Cl)cc2Cl)on1 returned SR-BI uptake up 15, PKA-R2B activ 3, Keap1 Nrf2 FP -10, RTF Ca sens inh -33, NSD2 inh 0, DAGLB inhibitor 1, LANA DNA inh 1.5, PvdQ acylase -14, SR-BI DiI inh -15 and Arr AP2 block -2.
